# Source: PubChem BioAssay (several laboratories)
# BoNT A protease – inhibitors of Botulinum neurotoxin A light chain protease | AID 588499 | inhibition, % at 10 µM | 0.17% of 360,000 active | multiplex microsphere protease substrate cleavage, flow cytometry; in the data active means inhibition above about 30%; inconclusive means no clear call, values can overlap the other calls; further: plate controls were buffer without enzyme for full effect and enzyme alone for no effect
# BoNT F protease – BoNT F light chain protease inhibition. Multiplex microsphere protease cleavage assay, flow cytometry. inhibition, % at 10 µM. 0.22% of 360,000 active; in the data active means inhibition above about 35%, passing the limit was not always enough; inconclusive means no clear call, values can overlap the other calls; further: plate controls were buffer without enzyme for full effect and enzyme alone for no effect
# GDH-TPI counter – GDH-TPI coupled enzyme inhibition counter-screen; inhibition, % at 4.8 µM; 1.2% of 360,000 active; GDH-TPI coupled enzyme counterscreen, NADH absorbance;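 further: 0% = DMSO wells and 100% = wells lacking the enzyme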
# UGM FP inh – inhibitors of M. tuberculosis UDP-galactopyranose mutase. inhibition, % at 10 µM. 0.06% of 320,000 active. purified UGM, fluorescence polarization probe displacement. AID 504406; in the data active means inhibition above about 10%, passing the limit was not always enough; inconclusive means no clear call, values can overlap the other calls
# Target sequence (P9WIQ1 whole entry, looked up): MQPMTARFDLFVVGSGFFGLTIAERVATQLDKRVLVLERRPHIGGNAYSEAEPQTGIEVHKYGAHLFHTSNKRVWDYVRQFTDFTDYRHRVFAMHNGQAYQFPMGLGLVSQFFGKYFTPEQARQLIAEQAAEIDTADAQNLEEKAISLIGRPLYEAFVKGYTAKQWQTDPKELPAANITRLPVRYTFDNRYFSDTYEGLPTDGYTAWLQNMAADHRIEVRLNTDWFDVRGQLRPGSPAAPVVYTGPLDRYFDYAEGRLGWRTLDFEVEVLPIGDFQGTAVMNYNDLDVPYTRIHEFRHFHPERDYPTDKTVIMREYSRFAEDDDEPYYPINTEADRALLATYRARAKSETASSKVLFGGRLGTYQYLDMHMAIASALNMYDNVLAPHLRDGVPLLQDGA
# CCHF vOTU inh – blocks the CCHF virus ovarian tumor domain protease; CCHFV vOTU protease, Pep-AMC fluorescence; inhibition, % at 11.5 µM; 0.55% of 370,000 active; AID 651958; further: 0% = vehicle wells with enzyme and 100% = no enzyme wells
# FBA Mtb inh – Mtb fructose-bisphosphate aldolase inhibition; 2.3% of 360,000 active; P9WQA3; purified M. tuberculosis FBA, fluorescence read-out; inhibition, % at 1 µM; AID 588726; in the data active means inhibition above about 27%;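 further: 0% = vehicle and 100% = reference inhibitor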
# Target sequence (P9WQA3 whole entry, looked up): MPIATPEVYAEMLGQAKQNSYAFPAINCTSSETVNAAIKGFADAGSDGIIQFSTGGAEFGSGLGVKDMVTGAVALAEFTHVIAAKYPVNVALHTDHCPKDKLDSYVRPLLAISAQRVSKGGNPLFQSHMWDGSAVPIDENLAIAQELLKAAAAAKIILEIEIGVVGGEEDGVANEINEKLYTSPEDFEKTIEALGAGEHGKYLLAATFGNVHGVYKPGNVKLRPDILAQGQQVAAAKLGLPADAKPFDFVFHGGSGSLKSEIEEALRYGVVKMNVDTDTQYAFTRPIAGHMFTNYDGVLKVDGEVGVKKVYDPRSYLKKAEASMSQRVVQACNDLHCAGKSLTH
# Mtb BioA inh – inhibitors of Mycobacterium tuberculosis BioA enzyme; 0.096% of 360,000 active; AID 602481; purified M. tuberculosis BioA enzyme, plate reader; inhibition, % at 9.99 µM; in the data active means inhibition above about 40%; inconclusive means no clear call, values can overlap the other calls
# PrPC surface inh – inhibitors of human cell surface prion protein PrPC; P04156; TR-FRET read-out; inhibition, % at 13.8 µM; 0.43% of 370,000 active; AID 720596; in the data active means inhibition above about 24%; further: 0% = median of the test wells and 100% = reference compound wells
# FadD28 FP inh – blocks FadD28 binding to the bisubstrate probe. fluorescence polarization. inhibition, % at 12.5 µM. 0.22% of 360,000 active. AID 588549; in the data active means inhibition above about 8.5%, passing the limit was not always enough; inconclusive means no clear call, values can overlap the other calls
# Active calls of the source: *; ? = inconclusive; . = not tested or not shown; + = active, no number; & = joins results of further samples. Unless noted, no stated cut-off is given here; in the data, active means inhibition above about 30%; inactive means the rest.
SMILES,BoNT A protease,BoNT F protease,GDH-TPI counter,UGM FP inh,CCHF vOTU inh,FBA Mtb inh,Mtb BioA inh,PrPC surface inh,FadD28 FP inh
O=[N+]([O-])c1ccc(OCn2cncn2)cc1,-0.8,-8,4,0.2,-1,2,-0.9,-7,-4.6
COc1ccc(/C=C2\Sc3ccc(C(=O)NC4CC4)cc3N(C)C2=O)cc1OC,1.1,1,14,-6.0,18,-5,0.5,-12,-2.4
COc1cccc(CNC(=O)[C@@H]2CCCN2C(=O)[C@@H]2CCCN2C(=O)c2cccc(OC)c2)c1,0.4,1,.,.,-9,.,.,0,.
Cc1cc(NS(=O)(=O)c2ccc(NC(=O)Cc3ccc([N+](=O)[O-])cc3)cc2)nc(C)n1,-0.5,-10,-2,4.3,13,-1,0.1,-16,-3.2
CCOC(=O)c1sc(SC)c2c1CCCC2=O,-0.1,11,13,0.5,20,12,-0.5,-13,-3.6
COc1ccc(S(=O)(=O)N(C)C)cc1NC(=O)c1ccc2c(c1)OCCO2,.,.,3,.,13,1,0.4,4,-0.3
COC(=O)[C@]12CCCCC=C1N(Cc1cccc3ccccc13)C(=O)[C@H](CC(=O)N1CCCC1)C2,-0.2,-1,.,.,7,.,.,10,.
Cc1cc(C)c(S(=O)(=O)/N=C2\C=C(Nc3ccc(C(=O)O)cc3)C(=O)c3ccccc32)c(C)c1,1.2,0,17,3.7,125*,-2,7.5,-38,?
O=c1sc2ccccc2n1CCOc1ccccc1,-2.0,-4,-11,0.9,0,0,0.9,-10,-2.6
O=C(CNC(=O)c1ccccc1)NCC(c1ccco1)N1CCCC1 (configuration not stated),-0.9,-9,1,-1.0,1,3,-1.3,-2,-1.0
COc1ccc(CNCCCn2cnc3c(SC)ncnc32)cc1,-0.4,-5,0,.,-4,-2,-0.3,-8,-1.2
O=C(N/N=C/c1cn(-c2ccccc2)nc1-c1cccs1)c1ccccc1F,1.7,4,28,-2.2,.,3,-0.2,.,-7.6
O=c1oc2c(CN3CCOCC3)c(O)c(Cl)cc2c2c1CCCC2,-0.1,0,19,1.8,-201,+,3.5,4,?
Cc1nc2c(C)cccc2cc1C(=O)N/N=C/c1ccc(O)cc1,-0.3,-7,6,0.0,12,0,.,2,-3.8
COC(=O)C1=C(c2ccccc2OCc2ccccc2)C[C@@H]2CC[C@H]1N2C(=O)NCc1cccc(F)c1,0.0,-1,8,0.0,9,-5,-0.2,-2,-6.5
C=CCn1c(SCc2csc(-c3ccc(Cl)cc3)n2)nnc1-c1ccccc1OC,-0.6,3,-4,0.9,11,3,.,4,-3.3
O=[N+]([O-])c1ccc2nccn2c1,-1.9,-2,12,-2.1,-4,-1,-0.3,-24,-1.5
Cc1cc(C(=O)NNc2ccc(F)cc2F)no1,5.9,?,9,0.6,-4,1,0.4,10,-2.6
Cc1cccc(C2c3[nH]c4ccccc4c3CCN2C(=O)c2ocnc2C)n1 (configuration not stated),-0.6,0,2,-1.2,-6,-5,1.2,2,-3.1
CC1c2cc3c(cc2CCN1CC(=O)Nc1ccc(S(=O)(=O)N2CCCC2)cc1)OCCCO3 (configuration not stated),7.1,9,-7,0.1,6,2,-0.5,-3,-1.5
Cc1ccc(-c2csc3nc4cc(C(N)=O)ccc4c(=O)n23)cc1,0.4,-1,15,3.9,-5,29*,0.8,-5,-1.7
CC(=O)c1ccc(NC(=O)N2C3CCC2CC(O)(c2cccnc2)C3)cc1 (configuration not stated),-0.9,-17,0,2.7,-13,1,20,2,-2.5
CC(=O)Nc1ccc(NC(=O)CSc2nc(=O)n3cccc(C)c3n2)cc1,2.8,14,20,-1.7,-4,-2,.,2,0.1
O=C(O)c1ccc(NC(C(=O)c2ccccc2)c2ccccc2)cc1 (configuration not stated),-0.3,5,7,.,21,1,0.3,-1,-0.9
CC(C)CSc1nnc2[nH]c(=O)cc(N)n12,0.2,-10,5,-1.1,-7,3,-1.5,3,-1.1
Cc1cccc(C(C)C)c1NC(=O)CSc1nncn1C,-0.1,2,0,-1.1,3,-3,-0.7,9,-4.2
Cc1ccc(N2N=C(c3ccc(F)cc3)CC2c2ccco2)cc1 (configuration not stated),-0.3,-6,10,-2.5,-13,62*,.,3,-0.7
N#C/C(=C\c1ccc(-c2ccccc2[N+](=O)[O-])o1)C(N)=O,-0.9,0,41*,2.3,-7,-4,.,-5,-1.9
CCOC(=O)c1ccc(-c2c(C)cc3oc(=O)cc(-c4ccccc4)c3c2C)cc1,0.3,1,4,.,13,-3,-1.1,-1,-3.0
COc1ccc(/C=N/NC(=O)c2ccc(NS(=O)(=O)c3cccs3)cc2)cc1,-0.5,0,51*,2.6,5,0,0.0,2,-3.7
Cc1ccc(CCNS(=O)(=O)c2ccc3c(c2)N(C)CCO3)cc1,0.7,-3,-5,-0.1,9,0,1.0,1,-0.3
Cc1c(NS(=O)(=O)c2cc([N+](=O)[O-])ccc2Cl)c(=O)n(-c2ccccc2)n1C,?,?,6,0.5,14,4,.,-21,-1.4
COc1ccccc1C(CNC(=O)c1ccc(NS(=O)(=O)c2ccc(F)c(C)c2)cc1)N(C)C (configuration not stated),-0.1,5,7,2.3,-19,5,-1.9,5,-0.8
CCOC(=O)Cn1cnc2sc3c(c2c1=O)CCC3,0.0,-5,-11,-2.2,0,1,.,6,-2.4
CC(C)C(=O)N1CCC1(C)C(=O)Nc1cc(-c2ccccc2)nn1C (configuration not stated),0.0,-4,8,.,3,-1,-2.1,10,-0.9
CCCCn1nc2cc(C(=O)NCC3CC3)ccc2c1OCC,-0.3,-3,7,-1.8,-55,88*,-4.1,2,1.0
COc1cc(S(=O)(=O)N2CCC(c3nc4ccccc4s3)CC2)ccc1S(=O)(=O)NC1CCCC1,-0.4,-9,1,-3.5,14,1,-2.2,-2,-3.5
N/C(=N\OC(=O)CCCc1ccccc1)c1ccccc1,0.9,5,6,-0.3,-3,-3,0.6,6,-5.7
CCOCCCNC(=O)c1cc2sc(Cl)cc2n1CC,?,-15,4,0.8,8,1,2.5,11,-1.9
CCOC(=O)Cc1csc(NC(=O)/C=C/c2ccco2)n1,.,.,75*,1.6,17,-3,.,-13,-1.0
CN1CCN(C(=S)SCC(=O)Nc2nc(-c3ccccc3)c(-c3ccccc3)o2)CC1,-0.5,-8,0,.,-9,5,.,8,-2.4
O=C(NNS(=O)(=O)c1ccc(Cl)cc1)c1sccc1-n1cccc1,-0.3,-8,-9,0.8,-2,0,-0.5,2,-2.0
FC(F)(F)c1cc(-c2ccco2)nc(-n2nc(C(F)(F)F)cc2C2CC2)n1,5.9,6,6,-1.4,-3,3,-1.7,-3,0.2
Cc1cccc(-c2noc(CN(C)C(=O)c3ccco3)n2)c1,-1.7,-9,-6,-2.0,5,-1,-0.3,4,-4.1
CC(C)[C@H](NC(=O)c1ccccc1F)C(=O)NC1CCCCC1,2.6,-2,-4,0.5,2,1,0.1,-4,-0.7
CC(=O)c1ccc(S(=O)(=O)N(CCCO)Cc2cc3cc(C)ccc3[nH]c2=O)cc1,-2.9,5,2,1.6,12,0,0.1,3,-2.4
C=CCN(C)NC(=S)Nc1ccccc1,0.1,-2,-6,0.9,3,3,0.9,2,-2.9
OC(c1ccccc1)c1cccnc1 (configuration not stated),0.4,1,6,-1.0,-2,2,-1.7,4,-3.2
CC1CC(C)(C)NC(=O)O1 (configuration not stated),0.6,6,-3,1.0,-11,0,0.0,-2,1.1
CCOc1ccc(S(=O)(=O)N(C)CC(=O)NCc2ccco2)cc1,0.5,2,-8,-4.5,12,4,-1.7,2,-0.5
NC1=NN(c2cccc(C(=O)O)c2)C(=O)C1,0.8,4,-2,-0.7,24,-5,-0.3,-4,-3.1
CCCOc1ccc(N2C(=O)CC(NCCNc3ccc(S(=O)(=O)CC)cc3)C2=O)cc1 (configuration not stated),0.3,17,-6,0.1,1,0,0.4,-3,-0.9
COc1cccc(NC(=O)CN2C(=O)COc3ccc(S(=O)(=O)N4CCCCCC4)cc32)c1,2.4,8,4,2.1,2,1,-1.2,6,-2.8
Cc1c(C(C)C)c(=O)n(-c2ccc(S(=O)(=O)NCc3ccccc3)cc2)n1C,-0.5,-2,3,-0.4,13,0,.,16,-0.1
CCCCc1nc(N2CCN(C(=O)c3ccco3)CC2)c(C#N)c2c1CCCC2,1.9,-4,5,0.9,9,16,1.5,-7,-3.0
CCn1c(N)[n+](CC(=O)Nc2ccc(SC(F)F)cc2)c2ccccc21,-0.2,-2,-3,0.8,-5,1,3.9,-17,-1.4
O=C(Nc1ccc(F)cc1F)c1cc2nc3c(c(C(F)(F)F)n2n1)CCCC3,-0.9,-7,0,-1.7,-1,-2,-0.4,-2,-3.2
COc1ccc(NC(=O)CSc2ccc3c(c2)OCCO3)cc1OC,-0.9,-12,-6,1.0,-4,2,-0.2,7,-0.8
Cc1ccc(C)c(OCCOCCN2CCOCC2)c1,0.0,6,0,-1.5,-14,1,1.1,5,-0.5
COc1cccc(OCCN2CCN(c3ncnc4c3cnn4-c3ccccc3)CC2)c1,-1.8,-7,4,1.7,3,17,1.4,4,-1.4
# New compounds follow.
SMILES,BoNT A protease,BoNT F protease,GDH-TPI counter,UGM FP inh,CCHF vOTU inh,FBA Mtb inh,Mtb BioA inh,PrPC surface inh,FadD28 FP inh
CCN1CCCC1CN(Cc1cc2ccc(C)cc2[nH]c1=O)C(=S)Nc1ccc(OC)cc1 (configuration not stated),4.8,-6,12,3.7,3,-5,-4.1,-21,-4.7
Cc1nn(S(=O)(=O)c2ccc(Br)cc2)c(C)c1S(=O)(=O)N1CCOCC1,0.6,8,-1,-0.4,-3,-2,-2.4,12,0.2
O=C(CC1C(=O)N(c2ccccc2)C(=O)N1Cc1ccco1)Nc1ccccc1 (configuration not stated),0.0,2,6,-1.3,-1,1,.,-7,0.3
Cc1ccc(-c2nnc(Nc3ccc(C(=O)N(C)C)cc3)c3ccccc23)cc1S(=O)(=O)NC(C)(C)CO,.,.,37*,-0.5,14,-1,.,-17,-2.4
Cc1ccc(S(=O)(=O)Nc2ccc3nc(C)sc3c2)cc1,0.7,2,-3,-2.1,.,-1,.,.,-2.8
O=C1OC(c2cccs2)=N/C1=C\c1ccc(-c2cccc(Cl)c2)o1,7.2,8,22,2.9,1,3,6.3,-6,0.7
Cc1cccc(NC(=O)C2C3C=CC4(O3)C2C(=O)N(CCCN2CCCC2)C4C(=O)NC2CCCC(C)C2C)c1 (configuration not stated),-6.4,-15,0,-1.5,-9&-6,3,.,1&-6,-2.0
O=C(Nc1nc2ccsc2c(=O)s1)C1CCC1,0.0,6,10,-1.1,14,0,15,-2,-12
COc1cc(-c2cc(-c3ccc(F)cc3)nc(N)c2C#N)ccc1O,0.1,-3,-5,2.5,3,2,.,0,-5.6
Cc1ccc(S(=O)(=O)N2CCCCC2)cc1NC(=O)CSc1ncn[nH]1,-0.7,-1,2,-2.0,-5,6,1.6,1,-0.4
COc1ccc(-c2csc(CCn3nc(C)cc3C)n2)cc1OC,1.4,-5,12,-3.8,6,-1,5.0,12,-1.9
COc1cc(CNC(=O)c2cnccn2)cc(OC)c1,1.6,?,9,.,0,0,-1.7,0,-0.8
CC(Cc1ccccc1Sc1ccccc1O)N(C)C (configuration not stated),0.1,-6,6,-1.2,3,0,0.2,-8,-3.8
